# IP6K1 inh = blocks human inositol hexakisphosphate kinase 1. Q92551. 140,000 compounds, 0.81% hits. IP6K1 kinase, ADP-Glo luminescence, 2 h; stronger effect = lower value. activity change, % (series mostly up to about 58 µM); in the data active = activity change below about -25%
# Target sequence (Q92551 whole entry, looked up): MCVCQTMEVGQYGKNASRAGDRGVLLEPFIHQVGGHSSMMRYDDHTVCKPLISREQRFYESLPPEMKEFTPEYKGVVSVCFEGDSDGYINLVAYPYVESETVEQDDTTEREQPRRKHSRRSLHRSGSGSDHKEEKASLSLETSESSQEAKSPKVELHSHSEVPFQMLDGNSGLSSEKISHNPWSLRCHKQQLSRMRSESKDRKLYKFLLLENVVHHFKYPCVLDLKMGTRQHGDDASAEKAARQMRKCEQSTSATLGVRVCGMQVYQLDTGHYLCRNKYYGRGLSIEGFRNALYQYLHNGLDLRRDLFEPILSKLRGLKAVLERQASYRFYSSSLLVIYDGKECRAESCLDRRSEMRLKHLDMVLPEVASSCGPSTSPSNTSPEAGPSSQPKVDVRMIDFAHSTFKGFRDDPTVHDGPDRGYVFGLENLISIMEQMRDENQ
#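 ADP-Glo luminescence measures ADP made by human IP6K1 during a 2 h RT reaction with ATP/IP6 (mix at 1.3 mM/130 uM); top library doses 57.5 and 19.1 uM final.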
# HEK cytotox = cytotoxic compounds in HEK 293 cells; HEK 293 viability, ATP luminescence (CellTiter-Glo), 48-72 h; Potency, µM (highest dose often 115 µM), without a hit: at the top dose activity change, negative = cytotoxicity, actives largely listed as inhibitors; 94,000 compounds, 6.6% hits; AID 1345083; also: potency is read from the fitted curve at half-maximal effect; nearly all actives have a fitted effect of over 60% in size
#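 Cytotoxicity was scored by loss of ATP-coupled luminescence (CellTiter-Glo) in HEK 293 cells. Compound treatment ran 48 or 72 hr at 37 degree Celsius, 5% CO2, 95% humidity.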
# HEK293 viab = reduces viability of HEK-293 SNCA reporter cells. 150,000 compounds, 0.12% hits. Potency, µM (doses to about 57.1 µM), for inactives: top-dose activity change, negative = cytotoxicity, most hits filed as cytotoxic. HEK-293-SNCA-luc viability, GF-AFC fluorescence, 24 h;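 also: potency is read from the fitted curve at half-maximal effect; 0% = DMSO-treated cells and -100% = medium-only wells without cells; nearly all actives have a fitted effect of over 30% in size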
#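 Cytotoxicity counterscreen: after 24 h compound treatment of genome-edited SNCA-luciferase HEK-293 cells, live-cell protease substrate GF-AFC read by fluorescence after 30 min; activity scaled between DMSO (0%) and medium-only (-100%), curves Hill-fitted.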
# SNCA expr inhib = inhibitors of alpha-synuclein (SNCA) gene expression. HEK-293 SNCA-luciferase knock-in, luminescence, 24 h. Potency, µM (titrated, usually from 57.2 µM), inactives show top-dose activity change, negative = inhibition, hits mostly inhibitors. 140,000 compounds, 0.17% hits;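 also: potency is read from the fitted curve at half-maximal effect; plate controls were DMSO cells for no effect and cell-free wells for full effect; nearly all actives have a fitted effect of over 45% in size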
# 3T3 cytotox = cytotoxic compounds in NIH 3T3 cells; NIH 3T3 viability, CellTiter-Glo ATP luminescence, 48-72 h; Potency, µM (doses to about 96.7 µM), for the others: top-dose activity change, negative = cytotoxicity, most hits filed as inhibitors; 94,000 compounds, 4.3% hits; AID 1345082; also: potency is read from the fitted curve at half-maximal effect; nearly all actives have a fitted effect of over 55% in size
#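 ATP-dependent luminescence (CellTiter-Glo) served as the viability signal for NIH 3T3 cells treated with compound for 48 or 72 hr at 37 °C.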
# GPT2 inhibitor = blocks human glutamate pyruvate transaminase 2; Potency, µM (titrated, usually from 57.7 µM), for the others: top-dose activity change, negative = inhibition, actives largely listed as inhibitors; Q8TD30; AID 1671188; 100,000 compounds, 0.25% hits; Recombinant GPT2, coupled pyruvate oxidase/HRP Amplex Red fluorescence; also: potency is read from the fitted curve at half-maximal effect; nearly all actives have a fitted effect of over 60% in size; many of its hits are not listed in these tables
# Target sequence (Q8TD30 whole entry, looked up): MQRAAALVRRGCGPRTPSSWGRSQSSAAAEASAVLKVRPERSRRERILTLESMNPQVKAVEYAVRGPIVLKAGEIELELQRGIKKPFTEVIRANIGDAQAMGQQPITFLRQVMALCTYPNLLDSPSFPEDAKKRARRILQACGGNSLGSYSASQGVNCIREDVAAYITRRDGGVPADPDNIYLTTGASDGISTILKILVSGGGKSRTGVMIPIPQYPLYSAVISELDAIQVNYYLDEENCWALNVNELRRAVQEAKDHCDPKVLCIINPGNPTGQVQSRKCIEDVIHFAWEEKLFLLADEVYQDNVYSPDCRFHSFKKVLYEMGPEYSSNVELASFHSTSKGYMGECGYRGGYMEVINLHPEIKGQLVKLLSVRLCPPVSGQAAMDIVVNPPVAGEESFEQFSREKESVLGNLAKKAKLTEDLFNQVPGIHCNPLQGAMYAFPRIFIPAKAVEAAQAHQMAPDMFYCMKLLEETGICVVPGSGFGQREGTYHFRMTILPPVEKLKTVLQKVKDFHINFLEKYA
#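 Inhibition is scored from Amplex Red fluorescence generated when pyruvate oxidase and HRP act on pyruvate released by GPT2. Reactions contain 10ng/uL enzyme, 250uM a-KG and 2mM L-alanine and run 30 min at room temperature.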
# Luciferase inh = Photinus pyralis luciferase inhibition | P08659 | purified P. pyralis luciferase, luminescence, biochemical | Potency, µM (titrated, usually from 115 µM), for inactives: at the highest dose activity change, negative = inhibition, usual class: inhibitors | 76,000 compounds, 2.5% hits; also: potency is read from the fitted curve at half-maximal effect; nearly all actives have a fitted effect of over 65% in size
#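 Purified P. pyralis luciferase (10nM final) in 50mM Tris acetate pH 7.5, 10mM Mg acetate, 0.01% Tween-20, 0.05% BSA with 10uM D-luciferin and 10uM ATP. Compounds titrated qHTS. Luminescence imaged on CCD.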
# Active calls of the source: *; i = inactive; ? = inconclusive; . = not tested or not shown; & = joins results of further samples; ! = not confirmed by another sample; [ ] = remark or other dose. Unless noted, calls follow the shape of the dose curve; as a rule, active = well fitted curve in the direction sought with a large enough effect; inconclusive = small, poorly fitted or top-dose-only effect, or another doubt; inactive = no such curve, though single readings can be large; an effect the other way counts as inactive or inconclusive. Unless noted, % is scaled to controls: 0 for no effect and ±100 for the full control effect. Some of the compounds tested; rates above refer to the full screens.
SMILES,IP6K1 inh,HEK cytotox,HEK293 viab,SNCA expr inhib,3T3 cytotox,GPT2 inhibitor,Luciferase inh
O=C(c1ccccc1)N1c2ncnn2C2(CCCCC2)[C@@H]2CCCC[C@@H]21,-5,.,-2%,10%,.,.,.
O=C1[C@H]2CN(Cc3ccncc3)C[C@H]2C(=O)N1Cc1ccc2c(c1)OCO2,-16,-28%,14%,?,?,i,-4%
O=C(Cc1ccc(N(Cc2ccc(F)cc2)C(=O)c2ccco2)cc1)NCC1CC1,-6,?,3%,-10%,-17%,5%,0%
O=S(=O)(c1cccs1)N1CC(c2nc(-c3ccncc3)no2)C1,-2,-20%,1%,6%,-7%,2%,-1%
Cn1cc(CNC(=O)C[C@@H]2C[C@H]3O[C@H](CNCc4ccccc4OC(F)(F)F)[C@@H](O)[C@H]3O2)cn1,19,3%,1%,?,i,-8%,4%
CCc1ccccc1Nc1nc2ccccc2n2cnnc12,-10,.,7%,76%[activator],.,.,.
CCOc1ccccc1NC(=O)C1CCN(S(=O)(=O)c2c(C)noc2/C=C/c2ccc(C)cc2)CC1,8,.,10%,?,.,.,.
Cc1nc2ccccc2c(=O)n1-c1ccc(NC(=O)c2ccc([N+](=O)[O-])cc2)cc1,19,.,-7%,-15%,.,.,.
COC(=O)CC1Oc2ccccc2-n2cc(-c3ccccc3)nc21 (stereo not given),-7,.,6%,3%,.,.,.
CO[C@@H]1CO[C@H]2[C@@H]1OC[C@@H]2NC(=O)Nc1cccc(C(F)(F)F)c1,-10,?,0%[87.6 µM],2%[87.6 µM],?,2%[88.5 µM],-18%[172 µM]
CN1CC(=O)N(C2CCNC2)Cc2c1ncnc2N1CCC(c2ccccc2)CC1 (stereo not given),-8,2%,-13%,9%,3%,-5%,.
CCn1ccc(C(=O)N2CCC3(CC2)CC(N2CCN(c4ccccn4)CC2)CCO3)n1 (stereo not given),-8,-1%,8%,-6%,3%,i,-1%
Cc1ccc(-c2nnc3ccc(N(C)CCN(C)C)nn23)nc1,-8,-1%[172 µM],3%[87.6 µM],5%[87.6 µM],?,4%[88.5 µM],7%[172 µM]
CC(C)CN(C[C@H](O)[C@H](Cc1ccccc1)NC(=O)O[C@H]1CCOC1)S(=O)(=O)c1ccc(N)cc1,.,.,-3%,18%,.,-4%,.
COc1ccc(C2CC(=O)Nc3c2c(=O)nc2c(C)cccn32)cc1 (stereo not given),5,.,1%,-16%,.,.,.
CCN1C(=O)Cc2cc(C(=O)NCc3ccc(F)cc3)ccc21,-4,-15%,11%,21%,?,i,5%
CC(C)[N+](C)(CCOC(=O)C1c2ccccc2Oc2ccccc21)C(C)C,8,.,0%,-8%,.,2%&2%,.
O=C(NC1CCCCC1)N[C@H]1CCN2C(=O)c3cc(-c4ccsc4)ccc3NC(=O)[C@H]12,-1,i,-3%,-15%,-15%,-4%,13%
Cc1ccc(CCN2CCC3(Cc4ccccc4CNC3=O)C2)cc1 (stereo not given),-5,-28%,6%,0%,-17%,?,.
CCCCCN1C(C(=O)c2ccccc2)=C(OC(=O)CC)c2ccccc2S1(=O)=O,18,.,?,?,.,.,.
COCCNC(=O)C(NC(=O)c1cccc(OC)c1)C1CCN(C(=O)COC)CC1 (stereo not given),5,i,0%,12%,-6%,-5%,-4%
COc1ccccc1C(=O)NC1CCN(Cc2cccc(-c3cccs3)c2)CC1,13&12,22µM*!,3%[12.5 µM],?,32µM*!,-2%,.
O=C(NC[C@H]1OC[C@@H](NCc2ccccc2F)[C@@H]1O)c1cccs1,-2,1%[172 µM],4%[87.6 µM],-5%[87.6 µM],1%[174 µM],-2%[88.5 µM],-1%[172 µM]
CCC1CCCCN1S(=O)(=O)c1ccc(NC(=O)c2cc(=O)c3ccccc3o2)cc1 (stereo not given),16,.,-4%,0%,.,.,.
Cc1cc(=O)n(Cc2ccccc2)c2c1c(C)nn2C,-1,.,19%,-2%,.,.,.

# The final 2 compounds of the part before come first, to join the parts.
SMILES,IP6K1 inh,HEK cytotox,HEK293 viab,SNCA expr inhib,3T3 cytotox,GPT2 inhibitor,Luciferase inh
CCC1CCCCN1S(=O)(=O)c1ccc(NC(=O)c2cc(=O)c3ccccc3o2)cc1 (stereo not given),16,.,-4%,0%,.,.,.
Cc1cc(=O)n(Cc2ccccc2)c2c1c(C)nn2C,-1,.,19%,-2%,.,.,.
O=C(Nc1cccc2ccccc12)O[C@@H]1CO[C@H]2[C@@H]1OC[C@@H]2NS(=O)(=O)c1ccc2ccccc2c1,4,?,-5%,9%,79µM*,0%,11%
CCN(Cc1ccccc1)C(=O)CCS(=O)(=O)c1ccc2c(c1)oc(=O)n2C,3,.,-19%,4%,.,.,.
Cc1nn(-c2ccccc2)c2c1C(C(C)C)N(C1CN(C(=O)Cc3ccccn3)C1)C2=O (stereo not given),13,?,.,.,-36%,.,.
O=C(NCc1ccccc1)c1cccc(NC(=O)N2CCSc3ncccc32)c1,5,.,4%,19%,.,.,.
O=C([C@H]1CCCO1)N1CCC(c2cc(-c3ccccc3Cl)n[nH]2)CC1,-14,?,-5%,15%,?,-1%,7%
Cc1n[nH]c(C)c1S(=O)(=O)N1CCCC(C(=O)Nc2ccc(Cl)cc2)C1 (stereo not given),-7,.,11%,-2%,.,.,.
COc1cccc(C2Cn3nnc(-c4nc(-c5ccc(Br)cc5)no4)c3CO2)c1 (stereo not given),-11,-3%,-5%,21%,?,i,5%
CCOc1ccc(NC(=O)c2cnc3sc(N4CCOCC4)nn3c2=O)cc1,26,.,-2%,22%,.,.,.
CCN(CC)c1cc2c(cc1F)c(=O)c(S(=O)(=O)c1ccc(OC)cc1)cn2CC,0,.,10%,4%,.,.,.
O=C(Nc1cccc(-c2nnc3n2CCCC3)c1)c1cc(-c2ccccc2)n[nH]1,12,28µM*,6%,86%[activator],-3%,i,2.2µM*
CC(C)OC(=O)/C(C#N)=C/c1ccc(-c2ccc(Cl)c(Cl)c2)o1,13,.,4%,?,.,.,.
COc1cccc(NC(=O)C2CCC(CNS(=O)(=O)c3ccc4c(c3)CC(C)N4C(C)=O)CC2)c1 (stereo not given),-9,.,0%,25%,.,.,.
COc1ccc(NC(=O)N2Cc3[nH]cnc3C[C@H]2c2nc(-c3ccc(F)c(Cl)c3)no2)cc1,14,?,?,11%,32µM*,0%,?
CN(Cc1ccc(C(F)(F)F)cc1)Cc1cccc(C(F)(F)F)c1,2,3%,-1%,-8%,-5%,?,8%
Cc1ccc(C(=O)NCC(c2cccs2)S(=O)(=O)c2ccccc2)cc1C (stereo not given),26,.,-21%,4%,.,.,.
COc1cccc(CC2(CO)CCCN(c3nnnn3-c3ccccc3)C2)c1 (stereo not given),13,?,-7%,?,?,-5%,-3%
Cc1cccc(NC(=O)Nc2ccc(F)cc2)n1,-15,.,-5%,69%[activator],.,.,.
Cc1cnc(CC2CCN(C(=O)c3ccco3)CC2)n1CC1CC1,15,-10%,1%,49%[activator],-11%,-8%,2%
Cc1nc2n(c1C(=O)NCCc1ccccc1)CCC(Nc1ccc(F)cc1)C2 (stereo not given),2,?,-5%[87.6 µM],-29%[87.6 µM],?,i,0%[172 µM]
O=C(Cc1ccc(Cl)cc1)NC1CCN(CCn2nc3n(c2=O)CCCC3)C1 (stereo not given),-8,i,.,.,i,.,.
CCOC(=O)C1CCN(Cc2nnc3cc(-c4nc(-c5ccccc5)no4)ccn23)CC1,1,0%,9%,11%,-12%,?,7%
CC(=O)N1CCc2c(sc3c2c(=O)n(-c2ccccc2)c(=O)n3CC(=O)c2ccc(F)cc2)C1,5,.,-8%,-14%,.,.,.
O=C(c1cscn1)N1CCC2(CCCN(CCC3CCCCC3)C2=O)C1 (stereo not given),5,?,-8%,38%[activator],?,i,?
CC(=O)Nc1cccc(-c2cn(C)c(=O)n3cc(COc4ccc(Cl)cc4)nc23)c1,-20,?,2%[87.6 µM],-1%[87.6 µM],?,?,?
Cc1ccccc1Cn1cc(NC(=O)c2cc(-c3ccc(Cl)cc3)on2)cn1,15,.,-12%,-2%,.,.,.
# Other compounds.
SMILES,IP6K1 inh,HEK cytotox,HEK293 viab,SNCA expr inhib,3T3 cytotox,GPT2 inhibitor,Luciferase inh
Cc1ccc2c(=O)cc(C(=O)Nc3ccc(S(=O)(=O)N(C)Cc4ccccc4)cc3)oc2c1,-3,.,21%,-4%,.,.,.
Cc1ccc(C)c(N2CCN(S(=O)(=O)c3ccc(C(=O)N(C)C)s3)CC2)c1,-4,.,6%,-1%,.,.,.
Cc1sc2cc(C(=O)N3CCCCC3)[nH]c2c1CN1CCCCC1,10,?,0%,-3%,?,5%,6%
COc1cccc(-c2ccc(CN3CCCC(NC(=O)c4cccc(Cl)c4)C3)cc2)c1 (stereo not given),4,?,-29%,?,32µM*,i,.
Cc1ccc(OCCCn2c(CCNC(=O)C3CCCCC3)nc3ccccc32)c(C)c1,29,.,11%,18%,.,.,.
O=C(NC1CCCCCC1)c1nc2sccn2c1-c1ccc(F)cc1,16,-35%[172 µM],-8%[87.6 µM],-22%[87.6 µM],?,2%[88.5 µM],.
Cc1ccc(C)c(Nc2nnc(-n3nc(C)cc3C)c3ccccc23)c1,9,.,6%,-11%,.,.,.
COc1ccc(C2(C(=O)N3CCC4(CC3)N(C)C(=O)CS4=O)CC2)cc1 (stereo not given),11,-1%,-3%,-2%,-1%,i,1%
Cc1ccc(S(=O)(=O)NC[C@H]2O[C@H](Cc3cc(-c4cccc(O)c4)on3)CC[C@@H]2O)cc1,-11,?,4%,?,?,?,-3%
CCc1ccccc1S(=O)(=O)N(C)CC1CCOCC1,9,-29%,2%,-9%,-19%,i,-4%
Cn1c(CO)c(-c2ccccc2)c2cc([N+](=O)[O-])ccc21,-6,.,-31%,.,.,3%,.
O=C1N(CCc2ccccc2)CCOC12CCN([S+](=O)([O-])c1cccnc1)CC2,6,-23%[172 µM],4%[87.6 µM],-8%[87.6 µM],25µM*,-9%[88.5 µM],1%[172 µM]
O=C1NCc2ccccc2CC12CCCN(CC1CC=CCC1)C2 (stereo not given),7,-3%,9%,8%,i,-6%,.

# 4 records drawn at random from those above, as already listed:
SMILES,IP6K1 inh,HEK cytotox,HEK293 viab,SNCA expr inhib,3T3 cytotox,GPT2 inhibitor,Luciferase inh
COc1ccc(C2(C(=O)N3CCC4(CC3)N(C)C(=O)CS4=O)CC2)cc1 (stereo not given),11,-1%,-3%,-2%,-1%,i,1%
O=C(NC1CCCCCC1)c1nc2sccn2c1-c1ccc(F)cc1,16,-35%[172 µM],-8%[87.6 µM],-22%[87.6 µM],?,2%[88.5 µM],.
Cn1c(CO)c(-c2ccccc2)c2cc([N+](=O)[O-])ccc21,-6,.,-31%,.,.,3%,.
Cc1ccc(OCCCn2c(CCNC(=O)C3CCCCC3)nc3ccccc32)c(C)c1,29,.,11%,18%,.,.,.

# Compound activity (PubChem)
